# Source: PubChem BioAssay (several laboratories)
# NPY-Y2 PAM-ag = human NPY-Y2 potentiation or agonism, primary screen. cells expressing NPY-Y2, potentiator/agonist read-out. activation, % at 3.6 µM. 220,000 compounds, 0.45% hits. AID 1359; in the data active = activation above about 27%;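 also: cells stimulated with NPY near EC25 plus isoproterenol at EC100; 0% = vehicle plus submaximal agonist and 100% = vehicle plus saturating agonist; some results beyond the cut were filed as inactive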
# eIF4E-4G inh = inhibitors of eIF4E and eIF4G interaction in translation initiation. TR-FRET eIF4E-eIF4GI(517-606) binding, 2 h. inhibition, % at 21.7 µM. 220,000 compounds, 0.37% hits. AID 782;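 active = inhibition above about 30%, limit read from the data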;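 also: 0% = full FRET control wells and 100% = background wells lacking eIF4GI fragment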
# EP2 antag = EP2 receptor (human) inhibition | AID 1422 | 260,000 compounds, 0.52% hits | C6 glioma cells expressing human EP2, cAMP TR-FRET; cells stimulated with saturating PGE2 | inhibition, % at 25 µM;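 active = percent inhibition above 40 after rounding to a whole number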;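 also: rat C6 glioma host cells with rolipram phosphodiesterase inhibitor present; the protocol text gives 20 µM as final concentration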
# p97 inhibitor = inhibitors of human p97 ATPase. P55072. recombinant p97 ATPase, Kinase-Glo ATP luminescence, 3 h. inhibition, % at 8 µM. 220,000 compounds, 0.42% hits; in the data active = inhibition above about 15%;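 also: 0% = DMSO vehicle and 100% = wells lacking enzyme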
# Target sequence (P55072 whole entry, looked up): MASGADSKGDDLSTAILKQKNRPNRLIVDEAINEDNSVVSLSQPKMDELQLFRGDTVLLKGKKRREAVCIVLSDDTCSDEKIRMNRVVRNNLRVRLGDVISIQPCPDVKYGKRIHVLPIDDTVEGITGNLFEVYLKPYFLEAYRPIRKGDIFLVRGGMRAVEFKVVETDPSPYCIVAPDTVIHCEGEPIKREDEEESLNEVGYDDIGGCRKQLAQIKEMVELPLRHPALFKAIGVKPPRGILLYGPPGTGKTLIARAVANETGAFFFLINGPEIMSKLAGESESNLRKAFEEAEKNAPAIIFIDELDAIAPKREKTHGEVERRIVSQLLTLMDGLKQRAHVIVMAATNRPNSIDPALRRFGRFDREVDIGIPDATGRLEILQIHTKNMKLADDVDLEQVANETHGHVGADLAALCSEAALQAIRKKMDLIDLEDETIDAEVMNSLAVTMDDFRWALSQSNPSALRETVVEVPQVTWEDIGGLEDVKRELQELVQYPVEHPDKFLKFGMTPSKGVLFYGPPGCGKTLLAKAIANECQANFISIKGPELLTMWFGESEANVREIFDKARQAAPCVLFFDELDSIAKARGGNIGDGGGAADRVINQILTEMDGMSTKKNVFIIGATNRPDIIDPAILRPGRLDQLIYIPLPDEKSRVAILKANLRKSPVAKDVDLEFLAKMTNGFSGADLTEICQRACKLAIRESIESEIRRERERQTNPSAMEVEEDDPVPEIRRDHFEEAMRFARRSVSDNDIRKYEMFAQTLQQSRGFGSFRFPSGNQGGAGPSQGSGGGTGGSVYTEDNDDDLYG
# S1P4 antag = blocks the human S1P4 receptor | 220,000 compounds, 0.26% hits | AID 1510 | O95977 | S1P4-expressing cells, antagonist mode, reporter read-out | inhibition, % at 4.98 µM; in the data active = inhibition above about 29%;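 also: 0% = wells stimulated with agonist and 100% = vehicle wells without agonist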
# NPY Y1 blocker = antagonists of human neuropeptide Y receptor Y1; 200,000 compounds, 1% hits; inhibition, % at 3.6 µM; HEK293-CNG Y1 cells, membrane potential fluorescence; NPY at EC95, then isoproterenol; AID 1040; P25929;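 active = inhibition above the campaign mean inhibition of all tested compounds plus 3 SD, cut at about 20% in these data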;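 also: 0% = DMSO wells given NPY plus isoproterenol and 100% = isoproterenol alone without NPY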
#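 Test system – HEK293 Y1/CNG channel cell line · Also added – NPY agonist 25 nM, then isoproterenol 1 µM plus Ro 20-1724 25 µM · Compound dosing – one concentration, 3.6 µM, in 0.4% DMSO · Schedule – compound incubation 1 h at room temperature, readout 45 min post-stimulation · Technique – fluorescence, membrane potential probe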
# NPY1 pot ag = potentiates or activates human NPY-Y1 receptor | P25929 | NPY-Y1 expressing cells, potentiator/agonist activation | activation, % at 3.6 µM | 220,000 compounds, 0.37% hits; in the data active = activation above about 33%, passing the limit was not always enough;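 also: cells stimulated with NPY at EC10 then isoproterenol at EC100; 0% = low agonist plus stimulus and 100% = saturating agonist plus stimulus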
# EP2 mod = EP2 receptor (human) modulation; EP2-expressing cells, cAMP HTRF FRET, PGE2 co-stimulation; P43116; 260,000 compounds, 0.83% hits; induction, % at 25 µM;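 active = compounds whose cAMP rise, as percent of the full-agonist control response, exceeds 60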;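 also: rat C6 glioma line stably carrying human EP2 under a CMV promoter; the protocol text gives 20 µM as final concentration; 100% = response of wells given 1 µM PGE2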
# S1P4 ag = human S1P4 receptor agonism; activation, % at 4.98 µM; S1P4-expressing cell line, agonist reporter assay; 220,000 compounds, 0.35% hits; in the data active = activation above about 11%;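 also: 0% = DMSO vehicle and 100% = reference agonist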
# Numbers without * were called inactive; nt = no result given; & = joins results of further samples; [ ] = remark or other dose.
SMILES,NPY-Y2 PAM-ag,eIF4E-4G inh,EP2 antag,p97 inhibitor,S1P4 antag,NPY Y1 blocker,NPY1 pot ag,EP2 mod,S1P4 ag
COc1ccc(N2CCN(C(=O)c3ccc(NS(=O)(=O)c4ccc(F)cc4)cc3)CC2)cc1,0,0,9,-2,-1,-2,19,-6,2.1
COc1ccc(N=Cc2sc3ccccc3c2Cl)cc1,-1,2,13,3,2,2,7,23,0.9
CCCCC/C(=N\NC(=O)CCC(=O)NCc1ccccc1)c1ccccc1,-5,5,13,-2,-18,4,-13,31,-0.1
c1ccc(OCc2nc(-c3ccncc3)no2)cc1,-1,5,11,1,11,-7,6,-22,0.2
CC12C(=O)N(CCC(=O)O)C(=O)C1C1C=CC2C1 (configuration not stated),8,4,12,1,19,1,-15,10,0.6
Cc1nc2ncnn2c(C)c1Cc1c(Cl)cccc1Cl,8,-1,33,1,-4,0,-9,18,-0.7
CNC(=O)CSc1nnc(-c2ccccn2)n1Cc1ccco1,21,4,9,8,4,nt,16,-6,-2.4
CC(NS(=O)(=O)c1ccc(Cl)c(Cl)c1)C(=O)OCC(=O)Nc1ccc2c(c1)OCO2 (configuration not stated),0,-5,0,-2,-15,-1,7,-23,-0.1
O=C(Nc1ccc2c(c1)OCCO2)c1cc(-c2ccccc2)nc2ccccc12,-32,1,5,0,-5,10,-22,9,-0.9
Nc1cccc(-n2nncc2-c2ccccc2)c1,8,3,9,6,-13,-7,15,30,2.0

# Compounds listed so far that have four or more nitrogen atoms (3):
SMILES,NPY-Y2 PAM-ag,eIF4E-4G inh,EP2 antag,p97 inhibitor,S1P4 antag,NPY Y1 blocker,NPY1 pot ag,EP2 mod,S1P4 ag
Cc1nc2ncnn2c(C)c1Cc1c(Cl)cccc1Cl,8,-1,33,1,-4,0,-9,18,-0.7
CNC(=O)CSc1nnc(-c2ccccn2)n1Cc1ccco1,21,4,9,8,4,nt,16,-6,-2.4
Nc1cccc(-n2nncc2-c2ccccc2)c1,8,3,9,6,-13,-7,15,30,2.0

# Next part.
SMILES,NPY-Y2 PAM-ag,eIF4E-4G inh,EP2 antag,p97 inhibitor,S1P4 antag,NPY Y1 blocker,NPY1 pot ag,EP2 mod,S1P4 ag
CCn1cc(SCC(=O)N2CCc3ccccc32)c2ccccc21,-5,1,8,-6,-10,1,-19,11,-0.8
O=C(CN(c1ccccc1F)S(=O)(=O)c1ccccc1)NC1CCCCCC1,-1,13,5,-2,1,6,14,28,0.8
CCOC(=O)c1cc(C#N)c(N2CCN(c3ccccn3)CC2)nc1-c1ccccc1,4,-8,12,2,-17,-3,-3,48,1.1
COc1ccc(NC(=O)c2cc(OC)c(OC)c(OC)c2)cc1S(=O)(=O)N1CCCCC1,1,4,5,-3,-19,-3,0,-26,-0.6
FC(F)(F)c1cnc(Sc2nc3nccc(-c4ccc(Cl)cc4)n3n2)c(Cl)c1,-4,5,nt,-1,-6,7,-14,32,0.3
CCOC(=O)c1c(-c2cccc(N)c2)cn2ccccc12,-15,0,5,6,8,-2,10,-33,2.6
CC1CCN(S(=O)(=O)c2cccc(C(=O)NNC(=O)c3ccco3)c2)CC1,-8,-2,8,0,5,nt,1,27,2.4
CCN(c1ccccc1)S(=O)(=O)c1cnc[nH]1,4,3,12,-4,-33,-2,3,42,0.9
Nc1nonc1C(=O)NCCNCc1ccccc1,2,7,11&13,4,2,2,-17,-30&10,-1.9
CC(=O)Nc1cccc(-c2csc(N)n2)c1,-2,0,3,2,7,-1,6,1,-2.1
COc1ccc2no[n+]([O-])c2c1,-18,-3,9,1,-5,nt,-1,-45,-0.9
O=C(Nc1ccc(O)cc1C(=O)O)c1ccc2c(c1)C(=O)N(Cc1ccco1)C2=O,12,6,22,4,-8,1,1,-4,0.5
Cc1oc(C)c(C(=O)O)c1COc1ccc(C(=O)O)cc1,-8,-1[fluorescence artefact?],13,-2,2,2,-11,3,0.1
COc1ccc(CCNS(=O)(=O)c2ccc3c(c2)oc(=O)n3C)cc1OC,13,-2,10,6,-1,1,12,10,0.7
O=C(c1ccco1)N1c2ccccc2Sc2ccccc21,11,-2,44*,3,-12,-7,13,-2,1.4
O=[N+]([O-])c1cc(S(=O)(=O)Nc2ccccc2)ccc1-n1nnc2ccccc21,9,4,14,4,-2,-2,-8,-26,1.0
CCCCCC(=O)Nc1c(-c2ccc(OC)cc2)c(=O)c2ccccc2n1C,-4,-3,5,1,-5,-4,-9,5,-3.0
COc1ccccc1Nc1n[nH]c(=S)s1,2,-1,1,5,-20,2,16,33,2.6
O=c1[nH]n(-c2ccc(F)cc2)c2ncccc12,-1,1,2,1,-9,8,9,10,-1.1
O=C(COc1cccc(C(F)(F)F)c1)N1CCN(c2ccc(O)cc2)CC1,-20,1,6,1,-3,0,6,-34,-0.2
O=C(O)c1ccc(NCc2nc3ccccc3n2CCOc2ccccc2Cl)cc1,4,1,3,11,8,6,19,39,-0.7
Cc1ccccc1Oc1cc(NC(=O)CCCn2nc(C)c([N+](=O)[O-])c2C)cc([N+](=O)[O-])c1,22,-2,9,-4,-15,-6,16,-7,0.2
O=C(COC(=O)c1ccccn1)Nc1cc(Cl)ccc1Cl,4,-2,13&9,5,-2,-2,-3,0&-39,0.5
N=C(N)SCc1nc2ccccn2c1Br,-14,5,2,12,-18,0,-10,-29,-0.1
COc1cc(C=O)c(Br)cc1OCc1ccc(C)cc1,-10,-5,14,1,-26,-8,-8,2,-0.5
O=P(O)(CN1CCCCC1)CN1CCCCC1,5,-3[fluorescence artefact?],14,5,-5,2,19,23,-1.0
COc1ccccc1N1CCN(C(C)C(=O)Nc2ccc(S(=O)(=O)N3CCOCC3)cc2)CC1 (configuration not stated),-9,0,5,3,0,-6,1,4,1.3
Cc1c(Cl)cccc1NC(=O)Nc1cc(C(C)(C)C)nn1C,-3,9,15,4,15,nt,15,-36,-0.1
CCOc1ccccc1NC(=O)Cn1[nH]c(=O)c2ccccc2c1=O,2,-3,9,3,-7,3,-13,13,1.3
COc1ccccc1NC(=O)Nc1ccncc1,13,-2,6,1,-3,-2,2,-8,1.3
O=C(NCCCn1ccnc1)C(F)(F)C(F)(F)C(=O)NCCCn1ccnc1,-9,1[fluorescence artefact?],7,3,-7,-3,-9,8,0.0
Cc1ccc(C(=O)COC(=O)C2CC(=O)N(c3nc(-c4ccccc4)cs3)C2)cc1C (configuration not stated),-16,-5,7,1,3,1,-9,8,-3.5
Cc1cc(-c2nnc(SCC(=O)Nc3nccs3)o2)no1,14,3,7,2,-20,nt,3,-17,1.9
CC(C)(C)NC(=O)C(=O)NNC(=O)c1ccc(C(C)(C)C)cc1,-1,0,13,1,-14,2,-17,14,-1.3
O=C(C1=C[C@H](c2csc3ccccc23)C[C@H](OCc2ccc(CO)cc2)O1)N1CCN(Cc2ccc3c(c2)OCO3)CC1,4,-1,2,6,11,-3,19,-8,-2.1
CSc1ccccc1NC(=S)NC1CCCCC1,5,-4,4,0,-5,3,2,48,1.3
CCOc1ccccc1NC(=O)Cn1c(C)cc(COC)c(C#N)c1=O,9,14,6,-3,10,-6,0,16,-1.3
CC1=NC(C(F)(F)F)(C(F)(F)F)C(C#N)=C(C)N1,8,-5[fluorescence artefact?],7,4,5,9,13,18,-1.8
O=S(=O)(NCCC1=CCCCC1)c1cccc(S(=O)(=O)N2CCOCC2)c1,1,6,9&9,0,-2,-2,-15,-5&-71,0.3
CCOC(=O)c1cnc2cc(C)nn2c1-c1ccccc1,-4,3[fluorescence artefact?],10,1,2,3,17,17,-0.5
Cc1cc(C)c(-n2c(C)cc(/C=C3/NC(=O)NC3=O)c2C)c(C)c1,14,1[fluorescence artefact?],36,1,-14,2,4,-44,0.0
CCOC(=O)c1nn(-c2c(C)n(C)n(-c3ccccc3)c2=O)cc1O,10,-45,18,1,19,3,-6,11,-0.1
CCOC(=O)c1c(NC(=O)c2ccc(-n3cnnn3)cc2)sc2c1CCCC2,-3,-6,7,5,8,8,16,58,0.7
O=C(NCCn1ccc2ccccc21)C1CCCCC1,12,-2[fluorescence artefact?],8,1,-16,-1,1,-11,-1.1
C/C(=N\NC(=O)c1ccccc1)c1cccc(Br)c1,-13,0,5,-2,-9,9,-10,-47,0.9
Oc1ccc(Br)cc1C=Nc1ccc2[nH]ncc2c1,3,1,11,1,-9,0,2,34,1.9
Cc1ccc(NC(=O)CSCc2ccc(F)cc2)cc1,-12,12,6,2,-1,3,1,-19,2.3
O=S(=O)(Nc1ccc(-c2nc3cccnc3s2)cc1)c1ccc(Cl)s1,10,7[fluorescence artefact?],11,3,-11,3,20,0,9.9
OC(CN1CCOCC1)Cn1c(-c2cccc(Cl)c2)nc2ccccc21 (configuration not stated),1,-2,8,2,-8,-2,4,1,-2.4
O=C(C1=C[C@@H](c2ccc(C(F)(F)F)cc2)C[C@@H](OCCCCO)O1)N1CCN(Cc2ccc3c(c2)OCO3)CC1,0,4,18,-1,1,0,3,-36,-0.5

# Random excerpt: 7 compounds from above.
SMILES,NPY-Y2 PAM-ag,eIF4E-4G inh,EP2 antag,p97 inhibitor,S1P4 antag,NPY Y1 blocker,NPY1 pot ag,EP2 mod,S1P4 ag
CCOC(=O)c1c(NC(=O)c2ccc(-n3cnnn3)cc2)sc2c1CCCC2,-3,-6,7,5,8,8,16,58,0.7
CCOC(=O)c1nn(-c2c(C)n(C)n(-c3ccccc3)c2=O)cc1O,10,-45,18,1,19,3,-6,11,-0.1
Cc1cc(C)c(-n2c(C)cc(/C=C3/NC(=O)NC3=O)c2C)c(C)c1,14,1[fluorescence artefact?],36,1,-14,2,4,-44,0.0
Cc1ccc(NC(=O)CSCc2ccc(F)cc2)cc1,-12,12,6,2,-1,3,1,-19,2.3
C/C(=N\NC(=O)c1ccccc1)c1cccc(Br)c1,-13,0,5,-2,-9,9,-10,-47,0.9
OC(CN1CCOCC1)Cn1c(-c2cccc(Cl)c2)nc2ccccc21 (configuration not stated),1,-2,8,2,-8,-2,4,1,-2.4
O=S(=O)(Nc1ccc(-c2nc3cccnc3s2)cc1)c1ccc(Cl)s1,10,7[fluorescence artefact?],11,3,-11,3,20,0,9.9

# (next part)
SMILES,NPY-Y2 PAM-ag,eIF4E-4G inh,EP2 antag,p97 inhibitor,S1P4 antag,NPY Y1 blocker,NPY1 pot ag,EP2 mod,S1P4 ag
CCOc1ccccc1N1CCN(S(=O)(=O)c2cccc3nsnc23)CC1,5,2,-4,-9,-3,3,8,20,-0.9
O=S(=O)(NCC(c1cccnc1)N1CCN(Cc2ccccc2)CC1)c1ccccc1 (configuration not stated),10,1[fluorescence artefact?],8,1,-12,3,6,-13,-1.9
Cn1c(SCC(=O)NC(C)(C)C)nnc1-c1cnccn1,-3,-5[fluorescence artefact?],13,0,1,2,-7,10,-2.4
Cc1ccc(C(=O)N/N=C/c2sc(=O)n(Cc3cccc(C(=O)O)c3)c2Cl)cc1,-5,1[fluorescence artefact?],4,0,-16,-4,-1,18,0.7
Cc1ccc(S(=O)(=O)CCC(=O)OCc2ccccc2)cc1,0,-3,4,2,-5,1,8,-13,-0.3

# The list is partial; count on the stated rates, not on these rows.
